ADAM17 inh: ADAM17 inhibitors, primary screen, biochemical, QFRET; hit rate 0.83% among 370,000; Disintegrin and metalloproteinase domain-containing protein 17 (Homo sapiens), P78536; inhibition, % at 6.95 µM; recombinant ADAM17, EDANS/DABCYL FRET peptide cleavage;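 active = inhibition above the mean of compounds lying between control limits plus 3 SD, set per campaign, cut at about 8.5% in these data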;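 note: 0% = DMSO-only wells as the low control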
ARFGAP1 inhibitor: inhibitors of rat ARFGAP1 GAP activity, primary screen, biochemical, fluorescence polarization, GDP tracer; Arfgap1-stimulated ARF1 GTP hydrolysis, GDP FP detection; inhibition, % at 16.5 µM; hit rate 0.26% among 360,000;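 active = inhibition above a per-plate limit, mean inhibition of low control wells plus 3 SD, cut at about 25% in these data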;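 note: 0% = DMSO wells with enzyme and 100% = wells lacking Arfgap1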
Target sequence (Q62848 1-136 limits assumed): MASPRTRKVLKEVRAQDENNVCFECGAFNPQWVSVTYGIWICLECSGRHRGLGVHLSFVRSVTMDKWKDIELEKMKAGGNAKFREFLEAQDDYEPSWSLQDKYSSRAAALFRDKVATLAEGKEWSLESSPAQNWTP
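Assay system: Rat Arfgap1 GAP domain (His6, aa 1-136), purified enzyme | Buffer or medium: HEPES 25 mM pH 7.5, NaCl 150 mM, MgCl2, DTT | Schedule: GTP hydrolysis reaction 2 h at 25 °C | Signal: FP of antibody-bound GDP Alexa 633 tracer, ex 620/em 688 nm | Measure: Percent inhibition of Arfgap1-stimulated GTP hydrolysis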
SIAE primary: human SIAE inhibitors, primary screen, biochemical, fluorescence polarization, FP-Rh probe, 1536-well HTS. Sialate O-acetylesterase (Homo sapiens), Q9HAT2. SIAE FP-Rh probe binding. inhibition, % at 9.66 µM. hit rate 0.69% among 370,000. AID 1053197, 2014;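 active = inhibition above a cutoff: mean of compounds within the control limits plus 3 SD of those, cut at about 17% in these data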;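 note: 0% = plate median of compound wells and 100% = probe without SIAE protein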
TDP2 inh: human TDP2 enzyme inhibitors, primary screen, biochemical, epi absorbance, recombinant enzyme. Tyrosyl-DNA phosphodiesterase 2 (Homo sapiens), O95551. T5PNP hydrolysis, p-nitrophenol absorbance 415 nm. inhibition, % at 12.8 µM. hit rate 0.34% among 370,000;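 active = inhibition above the mean of all tested compounds plus 3 SD, set per campaign, cut at about 25% in these data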;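 note: 0% = DMSO with enzyme and 100% = buffer with substrate but no TDP2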
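Evaluation: % inhibition relative to enzyme-containing and enzyme-free wells. Material: recombinant human TDP2. Benchmarks: enzyme-free and DMSO wells. Timing: enzyme reaction with compound for 2 h at 37 °C. Compound dosing: 12.8 µM only. Measured by: p-Nitrophenol epi absorbance. Reagent: T5PNP substrate at 5 mM, a TopII-DNA adduct mimic. Replication: single well per compound.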
PLC-gamma1 inh: PLC-gamma1 enzyme inhibitors, primary screen, biochemical, fluorescence, purified enzyme; 1-phosphatidylinositol 4,5-bisphosphate phosphodiesterase gamma-1 (Homo sapiens), P19174; fluorogenic substrate; inhibition, % at 12.2 µM; hit rate 0.84% among 370,000; in the data active = inhibition above about 9.5%
ADAM10 inh: human ADAM10 inhibitors, primary screen, biochemical, QFRET, HTS; AID 720582, 2013; inhibition, % at 7 µM; recombinant ADAM10, EDANS/DABCYL FRET peptide cleavage, 3 h; hit rate 0.62% among 370,000; Disintegrin and metalloproteinase domain-containing protein 10 (Homo sapiens), O14672;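 active = inhibition above a per-campaign cutoff equal to the mean of compounds falling between control-based bounds plus 3 SD, cut at about 20% in these data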;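 note: 0% = DMSO wells while the 100% control is not disclosed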
PLCb3 inh: human PLC-beta3 inhibitors, primary screen, biochemical, fluorescence | 1-phosphatidylinositol 4,5-bisphosphate phosphodiesterase beta-3 (Homo sapiens), Q01970 | Purified PLC-beta3, fluorogenic substrate | inhibition, % at 12.2 µM | hit rate 0.18% among 370,000 | AID 720704, 2013; in the data active = inhibition above about 11%;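 note: 0% = median of compound wells on plate and 100% = full blocker control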
Tn7 DDE FP: inhibitors of Tn7 peptide binding to fibrin DD(E), primary screen, biochemical, fluorescence polarization, human fibrin, Tn7 probe; AID 720508, 2013; FP displacement of FITC-Tn7 peptide from fibrin DD(E); 0% = median of compound wells per plate; hit rate 0.13% among 370,000; inhibition, % at 8.3 µM;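 active = inhibition above the mean of compounds falling within the control limits plus 3 SD of them, cut at about 14% in these data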;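 note: 0% = plate median of compound wells and 100% = 10 µM Aha-Tn7 peptide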
Target sequence (P02675 whole entry, looked up): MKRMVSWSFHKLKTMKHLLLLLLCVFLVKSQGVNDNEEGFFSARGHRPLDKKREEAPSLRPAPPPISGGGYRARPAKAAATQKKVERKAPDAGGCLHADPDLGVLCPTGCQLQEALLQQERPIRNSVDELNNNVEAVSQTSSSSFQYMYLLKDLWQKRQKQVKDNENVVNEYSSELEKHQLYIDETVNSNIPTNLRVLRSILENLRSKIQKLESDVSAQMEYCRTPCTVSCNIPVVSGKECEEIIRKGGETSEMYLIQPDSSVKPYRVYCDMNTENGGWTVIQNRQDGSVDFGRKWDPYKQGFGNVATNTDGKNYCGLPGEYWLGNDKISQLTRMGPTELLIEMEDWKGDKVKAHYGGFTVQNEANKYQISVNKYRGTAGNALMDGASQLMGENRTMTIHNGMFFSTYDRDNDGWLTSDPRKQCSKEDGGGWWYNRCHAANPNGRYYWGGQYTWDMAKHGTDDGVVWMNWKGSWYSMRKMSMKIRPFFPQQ
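assay system = human clot-derived fibrin DD(E) complex | quantity = Fibrin-DD(E) at 2 µM final | timing = 10 min preincubation, 3 h with tracer, room temperature | signal = fluorescence polarization | measure = percent inhibition | benchmarks = high control wells with 10 µM unlabelled Aha-Tn7 peptide (full inhibition) | replicates = singlicate testing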
ASAP1 inh: inhibitors of human ASAP1 ArfGAP activity, primary screen, biochemical, fluorescence polarization. Arf-GAP with SH3 domain, ANK repeat and PH domain-containing protein 1 (Homo sapiens), …. ASAP1-stimulated ARF1 GTP hydrolysis, GDP FP detection. inhibition, % at 16.5 µM. hit rate 0.19% among 360,000. AID 624377, 2012; in the data active = inhibition above about 25%;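 note: 0% = vehicle with enzyme and substrate and 100% = no enzyme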
Target sequence (Q9ULH1 325-724 limits assumed): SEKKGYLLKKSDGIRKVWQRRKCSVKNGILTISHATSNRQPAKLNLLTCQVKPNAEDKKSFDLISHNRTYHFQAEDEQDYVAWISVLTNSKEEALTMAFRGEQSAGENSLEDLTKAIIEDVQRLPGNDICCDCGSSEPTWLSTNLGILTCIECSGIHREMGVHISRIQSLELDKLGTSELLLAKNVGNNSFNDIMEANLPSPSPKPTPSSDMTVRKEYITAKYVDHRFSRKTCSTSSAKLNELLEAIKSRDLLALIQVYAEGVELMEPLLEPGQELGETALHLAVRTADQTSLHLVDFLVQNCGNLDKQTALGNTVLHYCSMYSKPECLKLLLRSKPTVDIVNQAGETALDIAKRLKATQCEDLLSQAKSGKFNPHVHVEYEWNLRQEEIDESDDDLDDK
DDE Tn6 FP inh: inhibitors of Tn6 peptide binding to fibrin DD(E), primary screen, biochemical, fluorescence polarization, human fibrin, Tn6 probe. hit rate 0.21% among 370,000. inhibition, % at 8.3 µM. Fibrin DD(E) TRITC-Tn6 fluorescence polarization displacement. AID 720509, 2013. Fibrinogen beta chain (Homo sapiens), P02675;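 active = inhibition above a per-campaign cutoff: mean of compounds within control limits plus 3 SD, cut at about 15% in these data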;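 note: 0% = median of all compound wells on the plate and 100% = blocking peptide control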
Starred values were filed as active, the others as inactive. Outcome played no part in choosing rows; any-hit rate near 3.6%.

What do the screens show for `CN(C)CCC#CC(O)(c1ccccc1)c1ccccc1`?
ADAM17 inh: -1; ARFGAP1 inhibitor: -1; SIAE primary: -3; TDP2 inh: 5; PLC-gamma1 inh: 5; ADAM10 inh: 0; PLCb3 inh: -4; Tn7 DDE FP: 3; ASAP1 inh: -5; DDE Tn6 FP inh: -2

What do the screens show for `Cn1c(=O)c2c(nc(OC3CCCCCC3)n2C)n(C)c1=O`?
ADAM17 inh: 3; ARFGAP1 inhibitor: 7; SIAE primary: 2; TDP2 inh: -9; PLC-gamma1 inh: 2; ADAM10 inh: -3; PLCb3 inh: 2; Tn7 DDE FP: -4; ASAP1 inh: 8; DDE Tn6 FP inh: 4

What do the screens show for `CCCCC[C@H]1CCCCC[C@H](O)C[C@@H](O)[C@H](O)/C=C/C(=O)O1`?
ADAM17 inh: 3; ARFGAP1 inhibitor: 13; SIAE primary: -2; TDP2 inh: -3; PLC-gamma1 inh: 4; ADAM10 inh: -2; PLCb3 inh: 3; Tn7 DDE FP: -3; ASAP1 inh: -12; DDE Tn6 FP inh: -3

How did CC(C)n1c(NCCc2ccccc2)nc2c1c(=O)n(C)c(=O)n2C do in these assays?
ADAM17 inh: -4; ARFGAP1 inhibitor: 21; SIAE primary: 3; TDP2 inh: 9; PLC-gamma1 inh: 0; ADAM10 inh: 2; PLCb3 inh: 0; Tn7 DDE FP: 2; ASAP1 inh: 10; DDE Tn6 FP inh: -16

How did COc1ccc(NC(=O)c2cc(S(=O)(=O)N3CCCCC3)ccc2N2CCCCC2)cn1 do in these assays?
ADAM17 inh: -3; ARFGAP1 inhibitor: -11; SIAE primary: -12; TDP2 inh: 0; PLC-gamma1 inh: -5; ADAM10 inh: -2; PLCb3 inh: -6; Tn7 DDE FP: 5; ASAP1 inh: -9; DDE Tn6 FP inh: 7

Results for COc1ccc(-c2cn3c4c(sc3n2)CCCC4)cc1 ?
ADAM17 inh: 1; ARFGAP1 inhibitor: 2; SIAE primary: -4; TDP2 inh: -2; PLC-gamma1 inh: 1; ADAM10 inh: 11; PLCb3 inh: 1; Tn7 DDE FP: 10; ASAP1 inh: -2; DDE Tn6 FP inh: -2

How did CCCn1c(=O)c2c(nc3n2CCCN3CCc2ccccc2)n(C)c1=O do in these assays?
ADAM17 inh: -6; ARFGAP1 inhibitor: 13; SIAE primary: 6; TDP2 inh: 7; PLC-gamma1 inh: 1; ADAM10 inh: 2; PLCb3 inh: -2; Tn7 DDE FP: 0; ASAP1 inh: -2; DDE Tn6 FP inh: 6

How did O=C(CSc1nncn1-c1cccnc1)N(c1ccccc1)c1ccccc1 do in these assays?
ADAM17 inh: -4; ARFGAP1 inhibitor: -3; SIAE primary: -3; TDP2 inh: 9; PLC-gamma1 inh: -2; ADAM10 inh: 0; PLCb3 inh: 0; Tn7 DDE FP: 7; ASAP1 inh: -10; DDE Tn6 FP inh: 4

How did COCCN(C(=O)c1cc2c(s1)CCCCC2)c1c(N)n(Cc2ccccc2)c(=O)[nH]c1=O do in these assays?
ADAM17 inh: -1; ARFGAP1 inhibitor: 6; SIAE primary: -6; TDP2 inh: -3; PLC-gamma1 inh: -1; ADAM10 inh: -14; PLCb3 inh: -6; Tn7 DDE FP: 7; ASAP1 inh: -2; DDE Tn6 FP inh: -9

What do the screens show for `CCOC1=C2CN(S(=O)(=O)c3ccc(Cl)cc3)[C@H](c3ccccc3)C[C@@H]2N(S(=O)(=O)c2ccc(C)cc2)[C@H](c2ccccc2)C1`?
ADAM17 inh: -1; ARFGAP1 inhibitor: 2; SIAE primary: -4; TDP2 inh: -3; PLC-gamma1 inh: 0; ADAM10 inh: -10; PLCb3 inh: 1; Tn7 DDE FP: -6; ASAP1 inh: 4; DDE Tn6 FP inh: -2

How did COCCNC(=O)c1ccc(CS(=O)(=O)c2ccc(Cl)cc2)o1 do in these assays?
ADAM17 inh: -2; ARFGAP1 inhibitor: 0; SIAE primary: 2; TDP2 inh: -7; PLC-gamma1 inh: -2; ADAM10 inh: -4; PLCb3 inh: -1; Tn7 DDE FP: 7; ASAP1 inh: -5; DDE Tn6 FP inh: -1

What do the screens show for `CCOC(=O)c1c(C)oc2c(CC(=O)c3ccccc3)c(Cl)c(O)c(O)c12`?
ADAM17 inh: 4; ARFGAP1 inhibitor: 11; SIAE primary: 8; TDP2 inh: 0; PLC-gamma1 inh: 1; ADAM10 inh: 5; PLCb3 inh: 0; Tn7 DDE FP: -27; ASAP1 inh: -9; DDE Tn6 FP inh: 6

What do the screens show for `O=C(CCc1nnc(CCCc2ccccc2)o1)N1CCCCCC1`?
ADAM17 inh: -3; ARFGAP1 inhibitor: -5; SIAE primary: -4; TDP2 inh: -6; PLC-gamma1 inh: -1; ADAM10 inh: -10; PLCb3 inh: 1; Tn7 DDE FP: 2; ASAP1 inh: 4; DDE Tn6 FP inh: 0

What do the screens show for `CN(C)c1c(-c2ccccc2)cc(-c2ccccc2)[nH]c1=O`?
ADAM17 inh: -22; ARFGAP1 inhibitor: 14; SIAE primary: -1; TDP2 inh: 0; PLC-gamma1 inh: -126; ADAM10 inh: -43; PLCb3 inh: -177; Tn7 DDE FP: -2; ASAP1 inh: -1; DDE Tn6 FP inh: 0

How did COc1cc(/C=C/C(=O)OCC(=O)Nc2ccccc2Sc2ccc(Cl)cc2)ccc1O do in these assays?
ADAM17 inh: 2; ARFGAP1 inhibitor: 6; SIAE primary: 9; TDP2 inh: -11; PLC-gamma1 inh: -158; ADAM10 inh: -14; PLCb3 inh: -199; Tn7 DDE FP: -5; ASAP1 inh: -1; DDE Tn6 FP inh: -3

What do the screens show for `CC(=O)C1C(c2ccc(C)cc2)c2c(n[nH]c2C)CC1(C)O` (stereo not drawn)?
ADAM17 inh: -14; ARFGAP1 inhibitor: -10; SIAE primary: 12; TDP2 inh: 4; PLC-gamma1 inh: 4; ADAM10 inh: 5; PLCb3 inh: 4; Tn7 DDE FP: -3; ASAP1 inh: 43*; DDE Tn6 FP inh: 2

How did O=C(O)COc1ccccc1/C=N/NC(=O)CSc1nnc(SCc2ccc(Cl)cc2)s1 do in these assays?
ADAM17 inh: 2; ARFGAP1 inhibitor: -3; SIAE primary: -10; TDP2 inh: -23; PLC-gamma1 inh: -1; ADAM10 inh: 1; PLCb3 inh: -7; Tn7 DDE FP: -6; ASAP1 inh: -17; DDE Tn6 FP inh: 4

How did CCCCn1c(N)c(N(CCOC)C(=O)c2ccc(Br)s2)c(=O)[nH]c1=O do in these assays?
ADAM17 inh: -8; ARFGAP1 inhibitor: 6; SIAE primary: -1; TDP2 inh: 10; PLC-gamma1 inh: -3; ADAM10 inh: -7; PLCb3 inh: -5; Tn7 DDE FP: -3; ASAP1 inh: -2; DDE Tn6 FP inh: 2

How did Cc1oc(-c2ccccc2F)nc1CS(=O)CC(=O)NCc1ccc(Cl)cc1 (stereo not drawn) do in these assays?
ADAM17 inh: 0; ARFGAP1 inhibitor: -11; SIAE primary: -2; TDP2 inh: -11; PLC-gamma1 inh: -1; ADAM10 inh: -1; PLCb3 inh: -9; Tn7 DDE FP: 0; ASAP1 inh: -7; DDE Tn6 FP inh: 6

Results for CCc1cccc(C)c1NC(=O)C1C2CCC(O2)C1C(=O)O (stereo not drawn) ?
ADAM17 inh: -1; ARFGAP1 inhibitor: -2; SIAE primary: -6; TDP2 inh: -5; PLC-gamma1 inh: 6; ADAM10 inh: 3; PLCb3 inh: 6; Tn7 DDE FP: -7; ASAP1 inh: -3; DDE Tn6 FP inh: -5

What do the screens show for `c1ccc(N=NN2CCOCC2)cc1`?
ADAM17 inh: -3; ARFGAP1 inhibitor: -6; SIAE primary: 12; TDP2 inh: 1; PLC-gamma1 inh: -1; ADAM10 inh: -10; PLCb3 inh: 3; Tn7 DDE FP: -7; ASAP1 inh: 7; DDE Tn6 FP inh: 2

Results for COc1ccc(C(=O)NCC(=O)OCc2ccccc2F)cc1 ?
ADAM17 inh: 2; ARFGAP1 inhibitor: 0; SIAE primary: -2; TDP2 inh: 11; PLC-gamma1 inh: 4; ADAM10 inh: 5; PLCb3 inh: -2; Tn7 DDE FP: 2; ASAP1 inh: 9; DDE Tn6 FP inh: 9

How did COc1ccc(/C=N/n2cnnc2)cc1Br do in these assays?
ADAM17 inh: -6; ARFGAP1 inhibitor: 2; SIAE primary: -12; TDP2 inh: -3; PLC-gamma1 inh: -2; ADAM10 inh: -2; PLCb3 inh: -11; Tn7 DDE FP: -2; ASAP1 inh: 7; DDE Tn6 FP inh: -2

What do the screens show for `CC(C)(C)C(=O)NCCc1nc2ccccc2n1CC(=O)c1ccc(Cl)cc1`?
ADAM17 inh: -6; ARFGAP1 inhibitor: -4; SIAE primary: -11; TDP2 inh: 0; PLC-gamma1 inh: 0; ADAM10 inh: -8; PLCb3 inh: -2; Tn7 DDE FP: -1; ASAP1 inh: 11; DDE Tn6 FP inh: -3

Bioassay records (PubChem BioAssay)
